# Source: PubChem (The Scripps Research Institute Molecular Screening Center)
# OXTR ag = activates the human oxytocin receptor | 320,000 compounds, 0.32% hits | AID 2435 | CHO-OTR cells, Fluo-8 calcium fluorescence; normalized: DMSO 0%, oxytocin 100% | activation, % at 3 µM | P30559;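 active means activation above the mean of all tested compounds plus 3 SD, cutoff set per screening run, cut at about 20% in these data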;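 further: peak over basal fluorescence ratio from a 100 s FLIPR kinetic read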
# Target sequence (P30559 whole entry, looked up): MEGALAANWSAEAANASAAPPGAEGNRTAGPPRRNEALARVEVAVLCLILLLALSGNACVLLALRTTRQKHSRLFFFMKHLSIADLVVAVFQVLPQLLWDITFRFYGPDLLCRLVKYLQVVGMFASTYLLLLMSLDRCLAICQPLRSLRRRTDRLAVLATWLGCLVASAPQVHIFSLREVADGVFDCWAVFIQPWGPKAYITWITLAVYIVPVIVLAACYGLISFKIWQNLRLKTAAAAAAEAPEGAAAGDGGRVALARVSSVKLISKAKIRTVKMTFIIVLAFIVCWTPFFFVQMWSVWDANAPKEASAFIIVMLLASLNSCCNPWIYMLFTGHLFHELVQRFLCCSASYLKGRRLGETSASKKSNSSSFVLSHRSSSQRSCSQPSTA
# CHO parental Ca = signal in parental CHO cells, OX1R antagonist counter-screen; AID 463079; inhibition, % at 5.6 µM; parental CHO-K1, ATP-induced calcium, Fluo-8 fluorescence; 330,000 compounds, 0.63% hits;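 active means inhibition above that plate's mean sample inhibition plus 3 SD, cut at about 26% in these data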;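 further: 0% = ATP-challenged DMSO wells and 100% = DMSO wells without ATP; some compounds past the cut are filed as inactive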
#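 Assay system – parental CHO cells · Reagent – ATP stimulus · Detection – intracellular calcium via Fluo-8 no-wash fluorescent dye · Evaluation – percent inhibition of ATP-evoked calcium rise, normalized to controls · Controls – ATP wells versus no-ATP DMSO wells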
# M1 PAM = positive allosteric modulators of human M1 muscarinic receptor; CHO-K1 hM1, Fluo-8 calcium fluorescence, ACh EC20; 0% = ACh EC20, 100% = maximal ACh; activation, % at 3 µM; 360,000 compounds, 0.088% hits; AID 588819; in the data active means activation above about 19%, passing the limit was not always enough
# Target sequence (P11229 whole entry, looked up): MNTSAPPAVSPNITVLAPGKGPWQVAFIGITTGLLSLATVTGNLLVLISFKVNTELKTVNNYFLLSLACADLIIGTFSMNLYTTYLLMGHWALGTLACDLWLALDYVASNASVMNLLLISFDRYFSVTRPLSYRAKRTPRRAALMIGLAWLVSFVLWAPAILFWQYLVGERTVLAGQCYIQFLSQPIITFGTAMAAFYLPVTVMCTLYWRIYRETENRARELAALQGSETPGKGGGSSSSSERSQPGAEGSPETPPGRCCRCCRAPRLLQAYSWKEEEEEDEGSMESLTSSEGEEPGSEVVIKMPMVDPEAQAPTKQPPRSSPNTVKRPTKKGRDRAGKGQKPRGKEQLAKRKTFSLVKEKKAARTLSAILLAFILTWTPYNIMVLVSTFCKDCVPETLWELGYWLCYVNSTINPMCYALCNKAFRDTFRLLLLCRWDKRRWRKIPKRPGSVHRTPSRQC
# TAAR1 antagonist = antagonists of human TAAR1; Q96RJ0; CHO RD-HGA16 TAAR1, Fluo-8 calcium fluorescence, antagonist; inhibition, % at 3 µM; 360,000 compounds, 1.5% hits; AID 624466;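 active means inhibition above a per-plate cutoff, the mean inhibition of test compounds on that plate plus 3 SD, cut at about 49% in these data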;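 further: 0% = DMSO plus EC80 beta-PEA response and 100% = DMSO alone without agonist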
#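 Test system: CHO RD-HGA16 cells bearing hTAAR1 | Reagent: β-PEA, EC80 | Compound dosing: 3 µM, single point | Schedule: Dye loading 75 min at 37 °C, then 30 min room temperature | Signal: Calcium fluorescence with Fluo-8 | Evaluation: Percent inhibition of PEA-evoked calcium signal, max/basal emission ratio | Control set: DMSO-only wells and EC80 β-PEA-stimulated wells | Repeats: Singlicate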
# TAAR1 ag = human TAAR1 agonism | CHO RD-HGA16 TAAR1, Fluo-8 calcium fluorescence; vehicle wells 0%, saturating PEA agonist 100% | 360,000 compounds, 0.99% hits | Q96RJ0 | AID 624467 | activation, % at 3 µM;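 active means activation above the mean activation of all test compounds in the run plus 3 SD, cut at about 38% in these data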
#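 System: CHO-derived RD-HGA16 cells with stable Gα16 and human TAAR1 / Times: 17-24 h plating, Fluo-8 75 min 37 °C, 30 min RT / Technique: calcium-sensitive Fluo-8 signal, excitation 470-495, emission 515-575 nm / Measure: % activation relative to PEA EC100 response / Benchmarks: DMSO and PEA EC100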
# V1R ag counter = counter-screen for oxytocin receptor agonists: human V1a receptor agonists | CHO-V1R cells, Fluo-8 calcium fluorescence, agonist mode; 0% DMSO, 100% 3 nM vasopressin | activation, % at 3 µM | 320,000 compounds, 0.25% hits | AID 2797;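 active means activation above the mean activation of all tested compounds plus 3 SD, per screening run, cut at about 20% in these data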;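 further: signal is peak over basal fluorescence ratio across a 100 second FLIPR read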
# CHRM1 agonist = agonists of human M1 muscarinic receptor. activation, % at 3 µM. CHO-K1 hM1, Fluo-8 calcium fluorescence, agonist mode; 0% DMSO, 100% acetylcholine EC100. AID 588814. 360,000 compounds, 0.33% hits. P11229;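 active means activation above the run's mean compound activation plus 3 SD, cut at about 16% in these data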;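 further: peak over basal fluorescence ratio within a 140 s kinetic read after compound addition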
# CHRM1 antagonist = blocks human M1 muscarinic receptor; inhibition, % at 3 µM; CHO-K1 hM1, Fluo-8 calcium fluorescence, ACh EC80 antagonist; 360,000 compounds, 1.3% hits;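 active means percent inhibition above its own plate's cutoff, namely the mean of that plate's compound wells plus 3 SD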;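 further: peak over basal fluorescence ratio during 140 s after agonist addition; 0% = ACh EC80 plus DMSO and 100% = DMSO alone without agonist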
# OXTR potentiate = human OXTR potentiation | activation, % at 3 µM | 320,000 compounds, 0.061% hits | P30559 | CHO-OTR cells, Fluo-8 calcium fluorescence, potentiator mode; 0% = oxytocin EC15, 100% = EC100;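 active means activation above that plate's cutoff, the mean activation of tested compounds plus 3 SD, cut at about 6.6% in these data, passing the limit was not always enough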;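 further: 100% uses oxytocin at 75 nM as the full agonist control; some results filed as inactive read as strong as hits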
#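 assay system = CHO-OTR cells, human receptor | schedule = compound 6 min at room temperature before oxytocin, 100 s read | detection = Fluo-8 intracellular calcium fluorescence, ex 470-495, em 515-575 nm | evaluation = normalized max/min fluorescence ratio, % activation | control set = EC15 oxytocin alone as 0%, 75 nM oxytocin (EC100) as 100%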
# * hit, by the source's call; . = no result given.
SMILES,OXTR ag,CHO parental Ca,M1 PAM,TAAR1 antagonist,TAAR1 ag,V1R ag counter,CHRM1 agonist,CHRM1 antagonist,OXTR potentiate
C=CCSc1nc2sc3c(c2c(=O)n1CC)CCc1ccccc1-3,-0.6,-10,-7,-4,4,-0.2,-1,8,-7
CC(C)Cc1ccc(CN2CCCC(NC(=O)c3cccc(-n4cnnc4)c3)C2)cc1 (stereo not drawn),2.1,-16,-3,-16,2,3.1,-5,-11,-2
CC1Sc2ccc(S(=O)(=O)N3CCC(C(=O)NCCc4ccccc4)CC3)cc2NC1=O (stereo not drawn),5.2,-10,-4,29,20,10,0,6,-8
COc1ccc(C(=O)/C=C(\C)NCc2ccc3c(c2)OCO3)cc1,-1.5,-9,2,1,1,0.7,-4,3,-14
Oc1nc(Nc2cccc(Cl)c2)sc1/C=C1\C=Nc2ccccc21,-1.6,-7,4,54*,-2,-0.8,1,1,-7
CCOC(=O)c1cnc2c(OC)cccc2c1N1CCN(c2ccccn2)CC1,0.4,-2,-7,16,8,2.5,-4,14,-6
CCC(C)c1ccccc1OCCn1ccnc1 (stereo not drawn),1.2,-15,-20,10,6,2.2,-12,24,-3
Cc1c(NC2=NC3(CCCCC3)Cc3ccccc32)c(=O)n(C)n1-c1ccccc1,-0.2,-28,-1,-5,2,2.2,-5,8,-8
CCOc1ccc(NC(=O)CCC(=O)NNC(=O)Nc2cccc(Cl)c2)cc1,-1.5,-15,6,6,43*,-0.3,2,-9,-5
Cc1ccc2c(c1)C(O)(CC(=O)c1ccc3c(c1)OCO3)C(=O)N2 (stereo not drawn),1.5,-6,-3,-1,12,1.9,-3,6,0
CCOC(=O)c1sc(-c2ccccn2)nc1C,-1.1,6,7,-6,1,-1.0,-6,-8,-1
COc1ccc(S(=O)(=O)N(CCc2ccccc2)CC(N)=O)cc1,0.4,-16,2,-1,5,1.0,-1,4,-8
CCCN(CC(=O)Nc1ccc(NC(C)=O)cc1)CC(=O)Nc1ccc(F)c(F)c1F,0.6,-19,7,-1,0,1.4,-4,-14,-10
CSC1=C(C#N)C(c2ccc(C)cc2)C2=C(CCCC2=O)N1 (stereo not drawn),0.3,2,0,2,9,0.1,-1,8,-11
COc1cccc(C(=O)NCCS(=O)(=O)N2CCCC(C)C2)c1 (stereo not drawn),.,.,-5,-7,1,.,-2,-2,.
Cc1ccc(N=Nc2ccc(O)c(/C=N\NC(=O)c3ccc(N)cc3)c2)cc1C,0.6,-4,11,6,2,-1.1,-3,-6,-1
CCCCCCCCNC(=O)/C(C#N)=C/c1ccc2c(c1)OCCO2,0.3,-13,7,-4,0,1.3,-3,3,8
Cc1ccc(NC(=O)CCc2nnc3ccc(N4CCOCC4)nn23)cc1C,0.7,-8,12,-23,0,0.1,-4,-18,-3
O=C(COC(=O)c1n[nH]c2ccccc12)Nc1ccc([N+](=O)[O-])cc1,1.3,1,0,-3,1,1.6,-4,1,-1
CC(C)(C)c1ccc(OCCCNC2CCCC2)cc1,10.0,8,-30,0,33,9.8,-10,22*,-8
CCOc1ccc(NC(=O)CNC(=O)c2ccc([N+](=O)[O-])cc2)cc1,-0.8,-11,6,-22,4,-0.9,-4,-3,1
Cc1cc(O)cc2c(=O)c3ccccc3sc12,-0.7,14,2,-21,3,0.3,-3,-2,-23
CCOc1cc(S(=O)(=O)N(CC)CC)c(OCC)cc1-n1cnnn1,-1.6,-10,11,-14,19,0.1,-5,-4,-3
COc1ccc(-n2c3c(cc(C(=O)NNc4ccccc4C)c2=O)C(=O)CC(C)(C)C3)cc1,0.3,-23,-6,5,7,0.2,-4,9,-13
CCCCC(=O)Nc1nnc(SCC(=O)Nc2ccc(OC)cc2)s1,0.4,6,9,-11,2,1.6,-2,-14,5
COCCCNc1ccn2nc(-c3ccc(OCCN4CCOCC4)cc3)cc2n1,.,.,-1,-4,5,.,-4,-6,.
Clc1ccccc1Cn1nc(-c2ccccc2)nc1-c1ccccc1,1.5,-37,2,23,-1,1.5,-6,3,-7
Cc1ccc(C)c(NC(=O)CNS(=O)(=O)c2ccccc2)c1,1.0,-12,6,-3,4,-0.4,-1,0,-3
O=C(NCCN1CCN(c2ccccc2)CC1)c1ccc2c(c1)[nH]c(=S)n1c3ccccc3nc21,0.4,-22,11,-4,1,0.5,-6,-14,-2
CCCCC1CN2CCc3c([nH]c4ccccc34)C2(C)C1 (stereo not drawn),5.4,-16,-4,-9,18,3.3,-8,0,-3
Cc1cc(C)c2c(N)c(C(=O)Nc3cccc(C)c3C)sc2n1,-1.5,-26,-2,9,3,1.4,-5,1,-10
CCn1c(=NC(=O)COc2ccccc2)sc2cccc(F)c21,-0.7,-6,-2,-2,1,-0.4,-4,1,-3
COc1ccc(NC(=S)NNC(=O)CNc2ccc(Cl)cc2)cc1,0.2,2,-1,3,0,0.8,-6,2,3
Cc1ccc(S(=O)(=O)NC(C)(C)CSc2nnc(Nc3ccccc3)s2)cc1,2.7,53*,-10,23,7,7.5,0,18,-23
Cc1cc(Cl)ccc1NC(=O)c1ccc2c(c1)OCO2,-0.5,-2,11,-5,-1,-0.1,-2,-15,-15
COc1cc(CNCc2ccccn2)ccc1OCC(N)=O,0.8,-4,2,-8,0,0.2,-4,-22,-2
CC(C)CN(C(=O)COC(=O)C1c2ccccc2Oc2ccccc21)C1CCS(=O)(=O)C1 (stereo not drawn),2.6,-24,2,-5,5,2.4,-4,-3,-9
COc1cccc(N(C(=O)c2nc3nccc(C)n3n2)c2nc3ccccc3s2)c1,-1.8,-25,9,13,1,-0.1,-5,-5,-3
CN(C)c1ccc(N=Nc2nccs2)cc1,.,.,6,-18,-3,.,-10,-12,.
COc1ccc([C@H]2C[C@@H](n3cc(-c4ccc(F)cc4)nn3)[C@H](O)CN2Cc2cccs2)cc1,.,.,-3,3,4,.,-4,3,.
Cc1ccc(S(=O)(=O)N2C[C@H]3C(=O)C[C@@H](c4ccccc4)N(S(=O)(=O)c4ccccc4[N+](=O)[O-])[C@H]3C[C@H]2c2ccccc2)cc1,.,.,-3,-6,0,.,-4,11,.
O=C(Nc1ccnn1C1CCN(Cc2ccn[nH]2)CC1)c1ccccc1,0.9,1,12,-8,3,2.3,-4,-21,-2
COC(=O)c1ccc(-c2noc(CN3CCCCC3c3nccn3C)n2)cc1 (stereo not drawn),0.7,-10,-34,-11,-1,1.2,-14,35*,-1
CC(=O)C12OC(C)(C)OC1CC1C3CCC4=CC(=O)C=CC4(C)C3(F)C(O)CC12C (stereo not drawn),.,.,13,-2,3,.,1,-12,.
O=C(NNC1=NCCC1)c1cccc(S(=O)(=O)N2CCCCC2)c1,1.8,2,8,-5,5,0.9,-8,-1,10
CC1=CC(C)(C)Nc2ccc(C)cc21,0.3,4,7,-24,-1,0.4,-4,-3,-3
Cc1cc(C(=O)COc2ncnc3sccc23)c(C)n1C1CC1,-0.1,-23,-8,-15,3,-0.5,-11,0,0
O=C(OCCCN1C(=O)c2ccccc2C1=O)c1ccco1,-0.3,-11,-6,-3,3,0.1,-3,7,-10
O=C(O)Cc1ccc(O)cc1,1.0,3,-2,-15,1,0.6,-2,-12,-16
O=C(NCCCN=C1NS(=O)(=O)c2ccccc21)c1ccc(F)cc1,0.0,-5,-2,-19,5,2.2,-3,15,-2
COc1cc(OC)cc(-c2nc3ccccc3c(=O)n2OC(=O)c2ccc(C)c(C)c2)c1,-1.0,-16,5,-15,7,0.1,-6,-4,-8
COc1ccccc1-c1ccc2c(c1)C(C)(Cc1ccc(F)c(Cl)c1)C(=O)N2 (stereo not drawn),.,.,8,2,4,.,-3,-16,.
O=C(Nc1ccc2c(c1)OCO2)N1CCN(C/C=C/c2ccccc2)CC1,1.0,-19,8,7,2,2.6,-6,-9,-5
CCCN1CCC(=O)N([C@H](COc2ccccc2)Cc2ccccc2)CC1,0.2,-23,-5,5,5,-0.9,-9,3,0
CCCNC(=O)CCNC(=O)[C@H](O)C(C)(C)CO,.,-10,4,9,1,.,-2,-7,.
C[C@H](CO)N1C[C@H](C)[C@@H](CN(C)C(=O)Nc2ccccc2)Oc2ccc(NC(=O)CCC(F)(F)F)cc2C1=O,0.6,-9,4,7,4,-0.6,-6,-9,-3
COc1ccc(S(=O)(=O)NCC(=O)Nc2ccc3c(c2)OCCO3)cc1OC,0.9,-12,14,15,0,0.2,0,-12,0
O=C(CCNS(=O)(=O)c1ccc(OC(F)(F)F)cc1)NCCc1c[nH]c2ccccc12,6.0,-5,-4,15,3,9.4,0,3,-9
CCOc1ccc(-n2c(C)c(C(C)=O)c3cc(OC(C)=O)ccc32)cc1,-0.4,6,8,4,0,0.6,-4,-13,-6
Cc1cc(C)n(-c2nc3c(c(=O)[nH]c(=O)n3C)n2CC(O)COc2ccc(Cl)cc2Cl)n1 (stereo not drawn),-0.6,-22,6,-6,2,0.2,-2,-9,-8

# (listing goes on)
SMILES,OXTR ag,CHO parental Ca,M1 PAM,TAAR1 antagonist,TAAR1 ag,V1R ag counter,CHRM1 agonist,CHRM1 antagonist,OXTR potentiate
Cc1cc(NS(=O)(=O)c2ccc(NC(=O)Nc3cccc(C(F)(F)F)c3)cc2)no1,0.1,-12,4,2,2,0.0,-7,-3,-12
COc1cc(CNCCc2ccccc2F)ccc1OCC(=O)N1CCCCC1,-0.3,-15,3,9,6,0.7,-10,-2,-15
CCc1cc(=O)[nH]c(SCc2ccc(C)cc2)n1,-0.8,-5,6,-8,12,-0.1,-6,-2,5
O=c1[nH]cnc(O)c1C(c1ccc(F)cc1)c1c(O)nc[nH]c1=O,1.6,-3,20,-8,0,-0.7,1,-24,3

# Complete entries as entered above. Screens in order: OXTR ag	CHO parental Ca	M1 PAM	TAAR1 antagonist	TAAR1 ag	V1R ag counter	CHRM1 agonist	CHRM1 antagonist	OXTR potentiate
# Record of O=c1[nH]cnc(O)c1C(c1ccc(F)cc1)c1c(O)nc[nH]c1=O : 1.6	-3	20	-8	0	-0.7	1	-24	3
# Record of CCc1cc(=O)[nH]c(SCc2ccc(C)cc2)n1 : -0.8	-5	6	-8	12	-0.1	-6	-2	5
# Record of COc1cc(CNCCc2ccccc2F)ccc1OCC(=O)N1CCCCC1 : -0.3	-15	3	9	6	0.7	-10	-2	-15
# Record of Cc1cc(NS(=O)(=O)c2ccc(NC(=O)Nc3cccc(C(F)(F)F)c3)cc2)no1 : 0.1	-12	4	2	2	0.0	-7	-3	-12
